FUS yeast rescue: suppressors of FUS proteinopathy in yeast; S. cerevisiae FUS-expressing, growth rescue, OD600, 24 h; Potency, µM (doses to about 76.6 µM), inactives show at the top dose growth rescue (activation), most hits filed as activators; 0.24% of 390,000 active; AID 1347120;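 further: potency means the concentration at half of the fitted maximal effect; plate controls were DMSO vehicle for no effect and reference control for full effect; nearly all actives have a fitted effect of over 55% in size; some results filed as inactive show a strong effect at the top dose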
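Compound concentration series was pinned onto galactose-induced FUS-expressing yeast seeded at OD 0.005. Plates sat 24hr at 30C; absorbance at 600 nm gave growth. DMSO served as background control.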
WRN inhibitor: inhibitors of human WRN helicase; Q14191; WRN helicase unwinding, fluorescent forked duplex, kinetic; Potency, µM (top dose mostly 114 µM), without a hit: top-dose activity change, negative = inhibition, most hits filed as inhibitors; 0.46% of 360,000 active; further: potency means the concentration at half of the fitted maximal effect; on the % scale 0 is the no-effect control and ±100 the full control effect; nearly all actives have a fitted effect of over 55% in size
Target sequence (Q14191 whole entry, looked up): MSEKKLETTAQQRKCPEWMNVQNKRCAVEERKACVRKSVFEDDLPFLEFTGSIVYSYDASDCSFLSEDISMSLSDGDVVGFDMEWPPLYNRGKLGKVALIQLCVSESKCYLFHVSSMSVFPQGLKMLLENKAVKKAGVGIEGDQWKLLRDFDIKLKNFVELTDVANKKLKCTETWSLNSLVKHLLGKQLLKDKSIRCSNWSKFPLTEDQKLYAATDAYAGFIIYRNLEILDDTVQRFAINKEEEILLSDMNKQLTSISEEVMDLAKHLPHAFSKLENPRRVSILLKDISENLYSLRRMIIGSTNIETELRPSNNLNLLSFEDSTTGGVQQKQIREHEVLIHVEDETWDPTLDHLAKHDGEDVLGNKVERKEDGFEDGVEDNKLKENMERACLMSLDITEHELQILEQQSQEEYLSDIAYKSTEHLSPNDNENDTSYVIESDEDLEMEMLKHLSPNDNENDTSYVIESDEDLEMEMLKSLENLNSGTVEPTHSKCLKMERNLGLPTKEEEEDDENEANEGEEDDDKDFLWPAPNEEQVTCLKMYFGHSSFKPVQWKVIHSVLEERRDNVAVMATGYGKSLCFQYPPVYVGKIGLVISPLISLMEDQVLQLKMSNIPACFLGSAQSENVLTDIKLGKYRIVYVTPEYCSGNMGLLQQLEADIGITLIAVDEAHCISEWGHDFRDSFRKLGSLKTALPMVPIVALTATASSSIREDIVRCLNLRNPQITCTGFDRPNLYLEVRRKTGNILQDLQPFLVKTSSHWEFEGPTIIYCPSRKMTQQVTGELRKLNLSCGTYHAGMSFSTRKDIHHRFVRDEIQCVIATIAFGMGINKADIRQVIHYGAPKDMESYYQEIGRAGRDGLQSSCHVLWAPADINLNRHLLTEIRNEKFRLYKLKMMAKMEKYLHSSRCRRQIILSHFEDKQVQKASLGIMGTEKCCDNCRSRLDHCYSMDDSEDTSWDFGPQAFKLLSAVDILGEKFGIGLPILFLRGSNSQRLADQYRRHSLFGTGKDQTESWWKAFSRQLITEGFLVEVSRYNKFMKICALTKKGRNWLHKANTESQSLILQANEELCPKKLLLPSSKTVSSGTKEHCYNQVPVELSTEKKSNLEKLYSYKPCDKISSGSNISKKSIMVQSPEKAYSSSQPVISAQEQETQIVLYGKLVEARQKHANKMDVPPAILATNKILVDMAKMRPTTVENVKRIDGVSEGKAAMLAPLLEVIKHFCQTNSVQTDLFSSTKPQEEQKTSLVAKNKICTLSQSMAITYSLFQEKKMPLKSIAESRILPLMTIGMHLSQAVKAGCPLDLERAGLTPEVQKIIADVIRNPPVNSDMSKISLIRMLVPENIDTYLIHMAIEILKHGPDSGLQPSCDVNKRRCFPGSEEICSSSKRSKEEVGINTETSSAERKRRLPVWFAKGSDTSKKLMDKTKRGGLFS
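Screening of the MLSMR collection measured strand separation of a quenched forked DNA duplex (100 nM) by 20 nM WRN with 2 mM ATP, all final. Compounds were preincubated with enzyme 15 min at room temperature.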
PLK1 PBD inh: inhibitors of human PLK1 polo-box domain binding; Potency, µM, for inactives: max response, negative = inhibition, actives largely listed as inhibitors; 2.8% of 360,000 active; Plk1 PBD binding of FITC phosphopeptide, fluorescence polarization; AID 720504; P53350; further: potency means the concentration at half of the fitted maximal effect; series mostly up to about 57 µM; on the % scale 0 is the no-effect control and ±100 the full control effect; nearly all actives have a fitted effect of over 65% in size
IL-2 act: activators of IL-2 | IL-2 activation reporter assay, cell-based qHTS; stimulated with anti-CD3/CD4/CD28 beads; in transgenic mouse T cells | activation, % (series mostly up to about 46 µM) | 0.065% of 360,000 active; in the data active means activation above about 50%; inconclusive means mostly about 30% to 49%; further: 0% is about no effect
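Unstimulated transgenic mouse T cells; 60-min compound exposure; bead-based TCR/CD4/CD28 stimulation; 18 h culture, 37 degrees C; dual fluorescence (EGFP, DsRed) plate cytometry.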
EPAC1 ag: agonists of human EPAC1. EPAC1 agonist qHTS, biochemical assay; response scale: 100% = response to 6.5 mM cAMP. Potency, µM (top dose mostly 154 µM), inactives show at the highest dose activation, hits mostly activators. 0.073% of 360,000 active. AID 720707; further: potency means the concentration at half of the fitted maximal effect; nearly all actives have a fitted effect of over 60% in size
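Normalized to 6.5 mM cAMP, activity reflects EPAC1-catalysed release of BODIPY-GDP from Rap1B, followed kinetically over 30 min at 480 nm excitation, 540 nm emission. Reaction contained 100 nM EPAC1, 250 nM Rap1B-BODIPY-GDP, 50 uM GDP.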
PI5P4Ka inh: blocks human PI5P4K alpha kinase activity; PI5P4Kalpha enzyme, ADP-Glo luminescence, 60 min; hits give low values; max response, %; 1.2% of 330,000 active; active means max response of -50% or lower; inconclusive means between -30% and -50%; inactive means -30% or higher; further: value at the top dose of about 77 µM; on the % scale 0 is the no-effect control and ±100 the full control effect
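qHTS, 1536-well: enzyme/substrate mix, compound by pin tool, 5 microM ATP final; RT 60 min; ADP-Glo reagents 1 (45 min) then 2 (30 min); luminescence.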
Abeta yeast res: A-beta toxicity reversal in yeast | 0.063% of 410,000 active | yeast expressing A-beta42, growth rescue, OD600, 48 h; response scale: 0% DMSO, 100% iron-clioquinol control | AID 1347071 | Potency, µM (titrated, usually from 46.1 µM), for inactives: top-dose growth rescue, usual class: activators; further: potency means the concentration at half of the fitted maximal effect; nearly all actives have a fitted effect of over 55% in size
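Yeast growth medium received pinned compounds, then yeast cells expressing toxic A-beta were added; plates incubated at 30 C for 48 hr. Growth read as absorbance at 600 nm, normalized to DMSO and equimolar FeCl3 plus clioquinol controls.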
EPAC1 antag: antagonists of human EPAC1 | O95398 | EPAC1 GEF assay, Rap1b-BODIPY-GDP exchange fluorescence | Potency, µM (titrated, usually from 115 µM), inactives show at the top dose activity change, negative = inhibition, most hits filed as inhibitors | 0.14% of 360,000 active;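 further: potency means the concentration at half of the fitted maximal effect; plate controls were vehicle for no effect and positive control for full effect; nearly all actives have a fitted effect of over 50% in size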
The depositor's hits bear a star; ? = inconclusive; · = no result given; [ ] = dose if it differs, or a comment. Unless noted, the call rests on the fitted dose curve; in most records, active means well fitted curve in the direction sought with a large enough effect; inconclusive means small, poorly fitted or top-dose-only effect, or another doubt; inactive means no such curve, though single readings can be large; an effect the other way counts as inactive or inconclusive.

SMILES	FUS yeast rescue	WRN inhibitor	PLK1 PBD inh	IL-2 act	EPAC1 ag	PI5P4Ka inh	Abeta yeast res	EPAC1 antag
COc1cc(C(=O)N/C(=C\c2cn(S(=O)(=O)N(C)C)c3ccccc23)C(=O)N2CCCC2)cc(OC)c1OC	?	-6%	-12%	-1.3	17%	0	11%	-25%
COc1ccc(C2c3ccc4ccccc4c3Oc3ncn(CCN4CCOCC4)c(=N)c32)cc1 (stereo unspecified)	31%	6%	0%	3.1	8%	·	5%	-17%
Cc1nnsc1C(=O)NNc1ccc(C(C)C)cc1	12%	4%	-6%	-1.7	-6%	-1	-14%	4%
C(=N\N=C\c1cccs1)/c1cccs1	-1%	2%	?	-0.6	3%	5	-2%	-8%
Cc1ccc(-c2nnn(CC(=O)N(c3ccccc3)C(C(=O)NCC3CCCO3)c3ccc(F)cc3)n2)o1 (stereo unspecified)	4%	1%	-4%	0.9	0%	-10	-7%	15%
Nc1nc(NCc2ccco2)nc(NC2CCCCC2)c1[N+](=O)[O-]	25%	3%	-9%	-1.5	10%	2	1%	16%
CC(C)Cc1ccc(-c2cc3nc(NCC4CC4)ccn3n2)cc1	-12%	3%	6%	-0.6	-19%	29	-19%	-18%
CCOC(=O)C1CCN(C(=O)CCc2ccccc2)CC1	-12%	3%	-17%	0.2	-9%	0	-6%	-2%
COc1ccc(CN(C)C(=O)c2ccc(Cl)c(S(=O)(=O)NCc3cccnc3)c2)cc1F	7%	-6%	-4%	0.4	3%	7	5%	-7%
COc1cccc(Oc2cc(Cl)nc(N)n2)c1	-4%	7%	-17%	-0.2	7%	0	17%	-7%
O=C(N/N=C/c1ccc(OCC(=O)N2CCCCC2)cc1)c1ccccc1O	·	-30%	-13%	1.0	-4%	-19	12%	-21%
CCCS(=O)(=O)NC(=O)C1(C)CCCN(C(=O)COc2ccccc2)C1 (stereo unspecified)	-15%	-7%	7%	-0.1	6%	2	-9%	-5%
COc1ccccc1C(=O)C1Nc2ccccc2-c2nnc(SC)nc2O1 (stereo unspecified)	8%	-9%	-25%	-2.3	6%	·	-13%	6%
Nc1cccc(-c2cncc(N3CCN(Cc4ccccn4)CC3)n2)c1	-7%	-1%	-6%	-0.4	-7%	-6	-17%	0%
Cc1nnc(SCC(=O)NC(=O)NC(C)(C)C)s1	-3%	4%	-25%	2.7	14%	3	9%	-19%
Cc1ccc(C)c(SCC(=O)Nc2cccc(S(=O)(=O)NC3=NCCCCC3)c2)c1	15%	-5%	-23%	-1.8	11%	13	7%	?
Cc1ccc(NC(=O)CN(C)C(=O)COC(=O)/C=C/c2cccs2)cc1	21%	0%	6%	0.0	2%	6	-5%	-12%
CCn1nc(C(=O)OCC(=O)c2cc(C)n(Cc3cccs3)c2C)c2ccccc2c1=O	38%	6%	-3%	-0.3	13%	·	3%	10%
Cc1cc(C)cc(NC(=O)CSc2nnc(-c3ccccc3)n2N)c1	24%	-16%	-7%	-3.4	-1%	-3	5%	-1%
CCc1noc(C)c1C(=O)OCC(=O)N(CCOC)c1c(N)n(Cc2ccccc2)c(=O)[nH]c1=O	1%	3%	-9%	-0.9	4%	2	-8%	-7%
CNC(=O)Cn1c(=O)n(C)c2ccccc21	-25%	0%	1%	-0.4	0%	-2	9%	9%
COc1ccccc1Nc1nc(N)nc(CSCCO)n1	4%	3%	-1%	3.2	2%	-3	8%	12%
CC1CCCCC1NC(=O)Cn1c(CN2CCCCC2)nc2ccccc2c1=O (stereo unspecified)	18%	1%	-8%	0.0	8%	·	-8%	-6%
COc1ccc(-n2nnnc2SCC(=O)Nc2nnc(C)s2)cc1	49%	-24%	-4%	-0.8	2%	2	-12%	13%
CC(=O)N1Cc2ccccc2C(C)CC12CCCCC2 (stereo unspecified)	·	-3%	-9%	-3.6	-7%	-1	0%	-6%

Fetched by structure from the entries so far, five records:
SMILES	FUS yeast rescue	WRN inhibitor	PLK1 PBD inh	IL-2 act	EPAC1 ag	PI5P4Ka inh	Abeta yeast res	EPAC1 antag
Cc1nnsc1C(=O)NNc1ccc(C(C)C)cc1	12%	4%	-6%	-1.7	-6%	-1	-14%	4%
CC1CCCCC1NC(=O)Cn1c(CN2CCCCC2)nc2ccccc2c1=O (stereo unspecified)	18%	1%	-8%	0.0	8%	·	-8%	-6%
Cc1nnc(SCC(=O)NC(=O)NC(C)(C)C)s1	-3%	4%	-25%	2.7	14%	3	9%	-19%
CCc1noc(C)c1C(=O)OCC(=O)N(CCOC)c1c(N)n(Cc2ccccc2)c(=O)[nH]c1=O	1%	3%	-9%	-0.9	4%	2	-8%	-7%
Cc1ccc(C)c(SCC(=O)Nc2cccc(S(=O)(=O)NC3=NCCCCC3)c2)c1	15%	-5%	-23%	-1.8	11%	13	7%	?

Returning to the listing; the 2 compounds before the break are reprinted first.
SMILES	FUS yeast rescue	WRN inhibitor	PLK1 PBD inh	IL-2 act	EPAC1 ag	PI5P4Ka inh	Abeta yeast res	EPAC1 antag
COc1ccc(-n2nnnc2SCC(=O)Nc2nnc(C)s2)cc1	49%	-24%	-4%	-0.8	2%	2	-12%	13%
CC(=O)N1Cc2ccccc2C(C)CC12CCCCC2 (stereo unspecified)	·	-3%	-9%	-3.6	-7%	-1	0%	-6%
COc1ccc(CCN2CC(C(=O)N(C)CCOc3ccccc3)CCC2=O)cc1 (stereo unspecified)	10%	4%	-15%	-1.4	21%	-5	-8%	4%
CCn1cc(C(=O)N2CC(C)CC(C)C2)c(=O)c2cc(S(=O)(=O)N(C)C)ccc21 (stereo unspecified)	2%	1%	21µM*	-2.1	-3%	1	-21%	-16%
Cc1ccc(NC(=O)CN(C)C(=O)Cn2nnc(-c3ccccc3)n2)cc1	-4%	-1%	-2%	0.4	12%	5	0%	-5%
Cc1c(Br)cccc1NC(=O)C1(C)CCN1Cc1ccc(OC(C)C)cc1 (stereo unspecified)	?	-2%	-1%	-0.4	4%	18	20%	0%
CCN(C(=O)CSc1nc2scc(-c3ccccc3)c2c(=O)n1C)C1CCS(=O)(=O)C1 (stereo unspecified)	-23%	2%	8%	0.8	-1%	-6	0%	3%
O=C(NCCc1ccccn1)c1cccc(S(=O)(=O)N2CCc3ccccc32)c1	13%	-5%	-11%	1.9	3%	-5	14%	9%
Cc1ccccc1-c1noc(-c2ccccc2C(=O)N2CCCC2)n1	-3%	-32%[57.1 µM]	-8%	-0.7	-7%	2	-3%	2%
COc1ccccc1CNC(=O)c1ccccc1C(=O)NC(C)(C)C(=O)NCc1ccccc1OC	7%	10%	-5%	-1.8	-5%	0	-7%	6%
Oc1cccc2ccc(/C=C/c3ccccc3Br)nc12	1%	7%	-2%	-0.5	7%	24	?	-15%
Cc1cccn(Cc2c(Cl)cccc2Cl)c1=O	7%	2%	-7%	-0.2	1%	2	3%	-5%
CCCCOc1cc(C)nc(NCc2ccccc2)n1	21%	-8%	-1%	-0.5	9%	-4	21%	-8%
C/C(=N\NC(=S)NCCc1ccccc1)c1cccc(Br)c1	-36%	-3%	2%	-4.5	3%	25	5%	-21%
Cc1ccc(C)c(NS(=O)(=O)c2c(C)[nH]c(C)c2C(=O)N2CCCCC2)c1	0%	0%	-4%	-3.2	-13%	-5	-13%	-15%
Cc1ccc(NC(=O)CSCc2cc(=O)n3cc(C)sc3n2)c(C)c1	-4%	-4%	-4%	-0.4	13%	0	1%	-12%
CC(Sc1ccc(S(=O)(=O)N2CCCCCC2)cn1)C(N)=O (stereo unspecified)	2%	1%	-6%	3.3	12%	-2	10%	12%
COc1cc2ccccc2cc1C(=O)Nc1ccc(S(=O)(=O)Nc2cc(C)on2)cc1	17%	-21%	-11%	0.4	3%	·	0%	3%
CCC/C(O)=C1\C(=O)CC(c2ccccc2)CC1=NCCc1c(C)[nH]c2ccc(C)cc12 (stereo unspecified)	-9%	3%	-16%	-0.8	-9%	4	3%	-22%
O=S(Cc1ccc(Cl)cc1)c1ccccc1 (stereo unspecified)	6%	-3%	-5%	-0.4	9%	0	-10%	0%
CC(=O)NNc1cccc(Cl)n1	-25%	2%	-6%	-1.8	-5%	-3	-14%	-1%
Cc1cc(-c2nc3ncccc3o2)ccc1NC(=O)c1ccc([N+](=O)[O-])o1	?	-36%	?	3.9	-12%	-58*	-13%	?
O=C(c1cccc(Cl)c1)N1CCN(c2ccc(N3CCOCC3)nn2)CC1	4%	-12%	1%	-0.3	-5%	-2	5%	?
Cc1ccc2c(c1)N(CCC(=O)NCCCOC(C)C)C(=O)C(C)O2 (stereo unspecified)	5%	8%	-6%	-2.6	0%	1	-7%	4%
Cn1nc(-c2ccccc2)c(CO)c1Sc1ccccc1	11%	-27%	-6%	-0.4	4%	1	-3%	-6%
CCOc1ccc(NC(=O)N(O)C2(C#N)CCCCC2)cc1	·	0%	2%	-0.6	3%	-5	8%	-14%
CSc1cccc(NC(=S)N2CCC(N(C)C3CCCCC3)CC2)c1	5%	3%	0%	-0.7	13%	-7	-1%	-10%
COC(=O)c1ccccc1NC(=O)NCc1cccnc1	-1%	9%	-3%	-1.0	-6%	-4	2%	1%
CC(=O)Nc1ccccc1C(=O)C(=O)Nc1ccc(C)c(C)c1	-7%	-26%[57.1 µM]	-9%	-2.1	14%	1	-17%	-5%

From PubChem BioAssay
